ATG4B inh: ATG4B protease inhibitors, primary screen, biochemical, fluorescence, uHTS; ATG4B cleavage of LC3-PLA2, NBD-HPC fluorescence, 1 h; inhibition, % at 8.33 µM; 0.51% of 340,000 active; AID 504462, 2011; in the data active = inhibition above about 40%
Target sequence (Q9Y4P1 whole entry, looked up): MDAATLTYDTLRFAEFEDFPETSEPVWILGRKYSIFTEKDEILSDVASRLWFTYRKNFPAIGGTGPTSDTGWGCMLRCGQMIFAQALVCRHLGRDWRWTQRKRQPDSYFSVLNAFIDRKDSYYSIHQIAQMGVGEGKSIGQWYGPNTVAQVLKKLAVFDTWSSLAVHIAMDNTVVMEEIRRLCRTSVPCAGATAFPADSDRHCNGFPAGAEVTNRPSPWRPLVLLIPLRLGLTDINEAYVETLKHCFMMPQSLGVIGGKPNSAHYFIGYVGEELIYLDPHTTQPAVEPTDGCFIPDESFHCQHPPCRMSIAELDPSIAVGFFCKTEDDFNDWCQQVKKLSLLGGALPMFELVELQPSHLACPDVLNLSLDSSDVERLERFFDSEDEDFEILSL
mIAP activ: activators of mouse IAP, primary screen, biochemical, luminescence, uHTS | intestinal alkaline phosphatase [Mus musculus] | muIAP, CDP-Star luminescence, 30 min; hits give high values; 1 = vehicle-only enzyme signal, 0 = enzyme-free wells | activation factor at 10 µM | 0.24% of 330,000 active;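 active = activation factor of at least 2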; also: the source names both 10 and 20 µM as test concentration; values of inactives mirror those of a sister screen read the other way
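Assay system: mouse IAP enzyme / Compound: DMSO-dissolved test compounds / Timing: 30 min, room temperature / Measured by: luminescence from enzymatic CDP-Star hydrolysis / Control set: DMSO-only wells, enzyme-free buffer wells as negative control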
APOBEC3G inh: APOBEC3G DNA deaminase inhibitors, primary screen, biochemical, fluorescence, single-stranded DNA substrate, uHTS; DNA dC->dU-editing enzyme APOBEC-3G (Homo sapiens), Q9HC16; recombinant A3G, ssDNA deamination FAM/TAMRA fluorescence; inhibition, % at 20 µM; 0.28% of 330,000 active;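 active = inhibition of at least 40% at 20 µM, with no more than 30% in the related APOBEC3A deaminase screen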;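 also: plate controls were DMSO wells with A3G for no effect and wells lacking A3G enzyme for full effect; some compounds called inactive have numbers as strong as hits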
Target sequence (Q9HC16 whole entry, looked up): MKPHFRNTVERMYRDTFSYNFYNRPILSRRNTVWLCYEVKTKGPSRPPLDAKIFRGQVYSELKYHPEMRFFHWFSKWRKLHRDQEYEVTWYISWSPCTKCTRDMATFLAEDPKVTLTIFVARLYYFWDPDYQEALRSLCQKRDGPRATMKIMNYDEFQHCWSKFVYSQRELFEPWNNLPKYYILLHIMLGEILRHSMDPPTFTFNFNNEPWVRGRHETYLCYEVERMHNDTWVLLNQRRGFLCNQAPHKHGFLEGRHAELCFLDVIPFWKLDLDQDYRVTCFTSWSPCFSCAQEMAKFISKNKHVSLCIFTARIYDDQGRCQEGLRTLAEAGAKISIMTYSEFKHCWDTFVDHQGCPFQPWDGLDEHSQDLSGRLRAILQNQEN
MIN6 prolif: inducers of MIN6 beta-cell proliferation, primary screen, ATP luminescence, uHTS; AID 2380, 2010; 0.29% of 330,000 active; proliferation, % at 10 µM; MIN6 cells proliferation, ATPlite luminescence, 48 h; cells starved in 0.2% serum; 100% = growth in 10% serum;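 active = compounds whose signal lies at least 3.5 SD above the mean of all wells on their plate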;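 also: 0% = DMSO-treated cells in low-serum medium and 100% = 10% serum control; some compounds called inactive have numbers as strong as hits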
hIAP block: human IAP inhibitors, primary screen, biochemical, luminescence, uHTS. inhibition, % at 10 µM. 0.12% of 330,000 active. Intestinal-type alkaline phosphatase (Homo sapiens), P09923. purified IAP, CDP-Star luminescence, 30 min;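 active = inhibition reaching a set limit with compound at 10 µM in the primary screen, cut at about 35% in these data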;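 also: plate controls were DMSO wells with enzyme for no effect and no-enzyme buffer wells for full effect; values of inactives mirror those of a sister screen read the other way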
MPTP inh: mitochondrial permeability transition pore inhibitors, primary screen, biochemical, isolated mouse mitochondria, absorbance | AID 602449, 2012 | 1.4% of 360,000 active | Ca2+ swelling absorbance, 30 min | inhibition, % at 10 µM;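 active = inhibition of 50% or more, scaled per plate between neutral and stimulator controls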;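 also: 0% = DMSO wells given calcium and 100% = 1 mM EGTA wells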
hIAP act: human IAP activators, primary screen, biochemical, luminescence, uHTS. activation factor at 10 µM. purified human IAP, CDP-Star luminescence, 30 min; hits give high values; 1 = vehicle-only enzyme, 0 = enzyme-free background. 0.16% of 330,000 active;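 active = activation factor of the enzyme at least 2-fold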; also: the source names both 10 and 20 µM as test concentration; values of inactives mirror those of a sister screen read the other way
A3A deaminase: APOBEC3A ssDNA deaminase inhibitors, primary screen, selectivity assay for APOBEC3G inhibitor project, biochemical, FAM/TAMRA oligo cleavage fluorescence | recombinant A3A, FAM/TAMRA ssDNA deamination fluorescence | DNA dC->dU-editing enzyme APOBEC-3A (Homo sapiens), P31941 | 0.41% of 330,000 active | inhibition, % at 20 µM;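 active = at least 40% inhibition at 20 µM here, with at most 30% in a related deaminase screen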;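 also: plate controls were A3A with DMSO for no effect and wells lacking A3A enzyme for full effect; some results filed as inactive read as strong as hits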
Target sequence (P31941 whole entry, looked up): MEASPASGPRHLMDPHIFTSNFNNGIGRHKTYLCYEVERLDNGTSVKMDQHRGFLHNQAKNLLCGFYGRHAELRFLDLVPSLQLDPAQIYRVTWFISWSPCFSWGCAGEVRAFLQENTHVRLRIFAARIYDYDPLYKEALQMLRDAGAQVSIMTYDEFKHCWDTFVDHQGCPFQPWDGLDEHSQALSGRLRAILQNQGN
mIAP block: inhibitors of mouse IAP, primary screen, biochemical, luminescence, uHTS; 0.2% of 330,000 active; intestinal alkaline phosphatase [Mus musculus]; inhibition, % at 10 µM; purified mouse IAP, CDP-Star luminescence, 30 min;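 active = inhibition of at least 40% at 10 µM in the primary screen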;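 also: plate controls were DMSO with enzyme for no effect and no enzyme wells for full effect; values of inactives mirror those of a sister screen read the other way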
An asterisk follows results filed as active.

Below each SMILES – ATG4B inh	mIAP activ	APOBEC3G inh	MIN6 prolif	hIAP block	MPTP inh	hIAP act	A3A deaminase	mIAP block
> Cc1ccc(N2CC(C(=O)NCCS(=O)(=O)N3CCN(c4ccccc4)CC3)CC2=O)cc1C (stereo not drawn)
 : 2	0.95	-6	4	23	3.2	0.77	-4	4
> CCS(=O)(=O)N1CCC(C(=O)NCCCOC)CC1
 : 0	1.2	-3	-1	-17	2.1	1.2	-1	-16
> CCCCOc1ccc(CSc2ncn[nH]2)cc1
 : -15	0.94	-6	-1	-39	6.1	1.4	0	6
> CCCCN(CCCC)CC(O)CN(c1cc([N+](=O)[O-])ccc1OC)S(=O)(=O)c1ccccc1 (stereo not drawn)
 : -4	0.87	-5	0	17	76*	0.83	-4	13
> O=C(NCCNC(=O)c1cnccn1)c1ccc(Cl)cc1
 : 0	0.98	-9	-1	6	-0.4	0.94	-2	2
> O=C(OCCN=C1NS(=O)(=O)c2ccccc21)c1ccco1
 : 2	0.92	-4	0	5	-1.1	0.95	-3	8
> COc1ccc(CCNc2nc(N3CCOCC3)nc(N3CCOCC3)n2)cc1OC
 : -3	0.99	4	-3	6	-0.9	0.94	3	1
> COc1ccc(CNCC(O)COc2ccc(C(C)(C)c3ccccc3)cc2)cc1 (stereo not drawn)
 : -3	0.96	-8	-7	-14	5.7	1.1	-5	4
> O=c1c2ccccc2nc2n1CCCCC2
 : -11	0.75	0	-1	5	0.0	0.95	5	25
> CCOc1ccc(S(=O)(=O)N2CCN(C(=O)c3ccccc3Cc3ccccc3)CC2)cc1
 : 8	0.97	-13	3	9	-1.0	0.91	-2	3
> CC(=O)C1=C(C)N(CC2CC2)C(=O)N[C@H]1c1ccccc1
 : -9	1	1	-2	5	-1.4	0.95	2	-4
> CCOC(=O)c1ccccc1NC(=O)CSc1nnc(Cc2cccn2C)n1-c1ccc(C)cc1
 : 39	1.1	-5	-4	-2	-1.5	1	-7	-11
> Cc1ccc(NC(=O)C2CC2c2ccccc2)c([N+](=O)[O-])c1 (stereo not drawn)
 : 10	0.84	-6	-4	-8	1.5	1.1	-2	16
> O=C(NC(c1ccccc1)c1ccccc1)c1ccc(=O)[nH]n1
 : -14	0.99	-3	-3	-13	0.5	1.1	-2	1
> CC(C)(C)n1nc2c(c1NC(=O)COc1ccc(F)cc1)CS(=O)(=O)C2
 : -1	0.98	0	-3	-11	-1.3	1.1	-2	2
> COc1ccc(OCC(O)CN(CC(O)COc2ccc(OC)cc2)c2cccc(O)c2)cc1 (stereo not drawn)
 : -4	0.95	-6	0	23	0.9	0.77	-5	5
> Cc1ccccc1CN(c1ccc(C(=O)NCc2cccnc2)cc1)S(C)(=O)=O
 : -9	1	-6	-2	0	0.5	1	-1	-3
> CC1CCCN(C(=O)Cc2cn(Cc3cccc(Cl)c3)c3ccccc23)C1 (stereo not drawn)
 : 48*	1	2	-4	-5	7.1	1	2	-3
> C=CCN=C(NC#N)SC
 : 1	1.1	4	-4	2	-1.0	0.98	2	-6
> CCCC(=O)C1=C(O)C(C(=O)OC)C(C)(C)CC1=Nc1ccc(C)cc1 (stereo not drawn)
 : 1	0.94	0	0	2	-2.7	0.98	8	6
> CCOCC(=O)N1CCc2ccccc21
 : 3	1.1	8	-2	10	-2.6	0.9	2	-13
> O=C(CCC1CCCN(c2ncccn2)C1)N1CCN(c2ccccn2)CC1 (stereo not drawn)
 : 7	1	-8	-2	0	1.4	1	0	-2
> CC(C)(C)NC(=O)c1ccc2c(c1)N(CC(=O)N1CCCCC1)C(=O)C(C)(C)O2
 : -1	1	-2	1	-19	-1.2	1.2	4	0
> Cc1ccc(OC(=O)COc2ccccc2C)cc1
 : 1	1	-11	-3	3	0.2	0.97	-4	0
> COC(=O)c1c(NC(=O)CCc2ccc(C)o2)sc(C)c1C
 : 12	0.99	-3	-3	-1	3.6	1	0	1
> COc1cccc(-c2nc(CS(=O)CC(=O)NC(C)CCc3ccccc3)c(C)o2)c1 (stereo not drawn)
 : -9	1.1	-8	1	3	-0.2	0.97	-6	-6
> CC[C@@H](C)[C@@H]1CN([C@@H](C)CN2CCC[C@H]2CN2C(N)=NC[C@@H]2Cc2ccccc2)C(=N)N1CCc1ccc(Cl)c(Cl)c1
 : 5	1.1	-3	-4	-2	5.0	1	-1	-14
> CCOCCCn1c(SCC(=O)N(C)C2CCS(=O)(=O)C2)nc2ccccc2c1=O (stereo not drawn)
 : -11	0.94	-6	-2	-5	-1.2	1	-1	6
> CC12CCC(=O)N1C(C(=O)Nc1nccs1)CS2 (stereo not drawn)
 : 8	0.99	-10	1	-16	-0.5	1.2	0	0
> COC(=O)c1ccccc1NC(=O)C1CC(=O)N(c2ccc(OC)cc2)C1 (stereo not drawn)
 : -8	0.96	-4	0	6	-0.4	0.94	5	4
> Cc1ccc(SCC(=O)N2CCN(S(=O)(=O)c3cccs3)CC2)cc1
 : -2	0.97	3	-2	-12	-2.1	1.1	5	3
> COc1ccc(NC(=O)c2c(C)nn(Cc3ccccc3)c2Cl)cc1S(=O)(=O)N1CCOCC1
 : -1	0.97	-8	-3	-11	0.1	1.1	-1	3
> S=C(NC1CC1)N1CCN(C(=S)NC2CC2)CC1
 : -2	1	-7	2	10	1.6	0.9	2	-4
> CN(C)Cc1ccc(O)c(CCc2ccccc2)n1
 : -3	0.96	0	3	9	-0.8	0.91	-1	4
> COc1ccc(-n2c(SCC(=O)N(C)C3CCS(=O)(=O)C3)nc3ccc(O)cc3c2=O)cc1OC (stereo not drawn)
 : -11	1.1	-4	-2	0	-0.9	0.99	-3	-8
> O=C(/C=C/c1ccc(Cl)cc1Cl)n1cccn1
 : -3	0.95	-2	-4	11	-0.1	0.89	-2	5
> CCOC(=O)CSc1c(-c2ccc(Cl)cc2)[nH]c2ccccc12
 : 2	0.97	3	-6	-4	3.8	1	-1	3
> O=C(O)c1ccccc1C(=O)Nc1cccc([N+](=O)[O-])c1
 : -1	0.98	-5	3	15	0.2	0.85	-3	2
> Cc1cc(N2CCN(c3cccc(C)c3C)CC2)nc(-c2ccccc2)n1
 : 4	0.89	-3	-5	1	45	0.99	4	12
> O=C(N/N=C/c1ccc(Cl)cc1Cl)c1ccc(-n2cnnn2)cc1
 : -6	1	-8	3	11	1.5	0.89	3	0
> CC(=O)c1cccc(Nc2nc(N3CCOCC3)nc(N3CCOCC3)n2)c1
 : -5	1.1	-4	0	-12	0.3	1.1	0	-8
> CCCN(CCC)CCNC(=O)CS(=O)Cc1nc(-c2ccc(C)cc2)oc1C (stereo not drawn)
 : 3	0.95	-11	-1	16	1.5	0.84	-3	5
> c1ccc(CSc2ccc(-c3ccc4c(c3)OCO4)nn2)cc1
 : 1	1	-6	0	9	-0.2	0.91	-4	-1
> CC(=O)Nc1ccc(NC(=O)CCc2ccc(C)o2)cc1
 : -4	0.98	-7	0	8	-1.3	0.92	-7	2
> COc1ccc(OC)c(-c2cc(-c3cccnc3)nc(N)c2C#N)c1
 : -11	1	-8	-3	19	1.3	0.81	-1	0
> CCCNC(=O)N1CCC(C(=O)c2cccc(F)c2)CC1
 : -3	1	1	-2	1	1.1	0.99	4	-1
> Cc1ccc(-n2c(SCC(=O)NCCN3C(=O)CSC3=O)nnc2-c2ccccc2)cc1C
 : -6	0.91	-2	-1	1	1.2	0.99	0	9
> NS(=O)(=O)c1ccc(CNC(=O)c2cc(=O)[nH]c3ccccc23)cc1
 : 2	0.97	-6	6.5*	0	0.0	1	3	2
> Cc1cc(NC(=O)Cn2ccc([N+](=O)[O-])n2)no1
 : -3	1	-5	-2	-1	-0.3	1	0	0
> COC(=O)c1ccc(CSc2nc3cc(Cl)ccc3o2)cc1
 : 5	0.96	-7	-3	-17	-1.2	1.2	-6	4
> Cn1c(=O)c2c(nc(NCC3CCCC(CN)C3)n2Cc2ccc(Cl)cc2Cl)n(C)c1=O (stereo not drawn)
 : 3	1.1	-10	-7	-15	0.0	1.2	-3	-13
> CCc1nnc(N/N=C/c2cc(C)c(C)cc2C)n1N
 : 1	0.99	-8	-3	0	-0.1	1	-4	1
> CC(=O)NS(=O)(=O)c1ccc(NC(=O)c2ccc(-n3nc(C)cc3C)cc2)cc1
 : -5	1	-9	-1	5	1.4	0.95	-6	-2
> CCOC(=O)N1CCN(C(=O)Nc2ccccc2Cl)CC1
 : -8	1	-5	0	16	-0.7	0.84	-6	-1
> COc1ccc(C(=O)NC(=S)NNC(=O)c2cccnc2)cc1
 : -1	0.8	-2	0	-48	0.1	1.5	-3	20
> CC1CCCN(CCCNC(=O)c2ccc3c(c2)N(Cc2ccc(F)cc2)C(=O)c2ccccc2S3=O)C1 (stereo not drawn)
 : -1	1	0	-8	-6	-1.7	1.1	-1	0
> Cc1cc(C)c(C(=O)NC2CCCc3c2cnn3-c2cccc(C)c2C)o1 (stereo not drawn)
 : -1	1	-4	-1	3	1.3	0.97	-3	0
> CCc1ccc(CN(C(=O)c2cc3ccccc3oc2=O)C2CCS(=O)(=O)C2)cc1 (stereo not drawn)
 : -10	1	-7	-1	-4	2.8	1	-1	-2
> Cc1ccc(/C=C/C(=O)N2CCC(Cc3ccccc3)CC2)cc1
 : 9	0.93	-3	0	-5	7.0	1.1	-2	7
> CCCCNC(=S)N1CCN(C)CC1
 : -6	0.96	-4	-1	9	-0.4	0.91	-5	4

Later entries.
Below each SMILES – ATG4B inh	mIAP activ	APOBEC3G inh	MIN6 prolif	hIAP block	MPTP inh	hIAP act	A3A deaminase	mIAP block
> O=C(O)c1cccc(NC(=S)N/N=C/c2cccc(O)c2)c1
 : -10	1	-1	-2	27	0.3	0.73	-3	-1
> COc1ccc(CCC(=O)Nc2cc3c4c(c2)CCC(=O)N4CCC3)cc1
 : -5	1	3	-1	8	-1.0	0.92	4	0
> CCOC(=O)CC1=C(C#N)C(c2cccnc2)C(C(=O)OCC)=C(N)O1 (stereo not drawn)
 : 0	1	-6	-1	-3	1.7	1	-3	-2
> O=C(Cc1ccccc1)N/N=C/c1cc(Br)cs1
 : 1	0.92	-2	-4	11	0.5	0.89	-7	8
> CCc1c(C(=O)Nc2cc(C)ccc2OC)[nH]c(C)c1C(C)=O
 : -2	0.97	-2	-1	10	0.4	0.9	1	3
> COc1cc(NC(=O)c2cc3c(C)nc4ccccc4c3o2)cc(OC)c1OC
 : -23	0.96	-8	0	-6	-1.6	1.1	-3	4
> O=C(NCCN1C(=O)S/C(=C\c2ccc(Cl)cc2)C1=O)C1=COCCO1
 : -10	1	-8	0	0	0.0	0.99	-5	-2
> CCOc1ccc(N2C(=O)c3cccnc3C2Nc2ccc(F)cc2)cc1 (stereo not drawn)
 : -2	1.1	1	0	0	0.5	0.99	5	-6

MPTP inh: entries above that show a hit.
| molecule | ATG4B inh | mIAP activ | APOBEC3G inh | hIAP block | MPTP inh | hIAP act | A3A deaminase | mIAP block |
| --- | --- | --- | --- | --- | --- | --- | --- | --- |
| CCCCN(CCCC)CC(O)CN(c1cc([N+](=O)[O-])ccc1OC)S(=O)(=O)c1ccccc1 (stereo not drawn) | -4 | 0.87 | -5 | 17 | 76* | 0.83 | -4 | 13 |

Screens from PubChem.

Rows are unselected, and some 3.3% of all compounds hit somewhere here.
